# Source: PubChem BioAssay (National Center for Advancing Translational Sciences (NCATS))
# ERK EGF inh = inhibitors of EGF-stimulated ERK signaling pathway; HEK293-V1b, EGF-stimulated phospho-ERK AlphaScreen; Potency, µM (top dose mostly 11.5 µM), for inactives: at the highest dose activity change, negative = inhibition, usual class: inhibitors; actives 0.41% (n = 130,000); AID 1454; active = well fitted inhibition curve with a large enough effect; inconclusive = small, poorly fitted or top-dose-only effect, or effect the other way;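 note: plate controls were stimulated vehicle wells for no effect and unstimulated vehicle basal for full effect; nearly all actives have a fitted effect of over 55% in size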
#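 Readout: AlphaScreen signal for phosphorylated ERK in lysed HEK293 cells stably expressing V1b. Stimulus 25 nM EGF, 5 min, following 30 min compound exposure. Data scaled to DMSO basal and full EGF activation.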
# * marks the source's active call; other numbers are inactive results; u = inconclusive; & = joins results of further samples; [ ] = remark or other dose. Potency is the fitted concentration of half-maximal effect. These rows are one share of the data. The share of hits here may be higher or lower than overall.
SMILES,ERK EGF inh
COc1cccc(-c2cc(C(F)(F)F)nc(NCc3ccco3)n2)c1,-0.6%
CC(C)=NNC(=O)C1=NNC(=O)C1,1.4%[57.5 µM]
O=[N+]([O-])c1ccc2[nH]c(O)c(N=NC(=S)Nc3cccnc3)c2c1,-9.8%[57.5 µM]
CCOCCCN1CN(Cc2ccccc2)CNC1=S,-1.5%
CCOc1ccc(/C=N/NC(=O)Cc2cccs2)cc1,6.6%[57.5 µM]
CCCCCCc1cc2cc(S(=O)(=O)c3ccc(C)cc3)c(=O)oc2cc1O,6.3%
COc1ccc(C(=O)N/C(=C\c2ccc3c(c2)OCO3)C(=O)NCCc2nc3ccccc3[nH]2)cc1,-1.2%
Cc1ccc2c(Cl)cc(Cl)c(OCC(=O)OCC(=O)Nc3ccc(C#N)cc3)c2n1,7.4%
O=c1c(-c2cc(F)cc(F)c2)nc2cnc(N3CCNCC3)nc2n1CCc1ccccc1,-4.1%
COc1ccc(NC(=O)NCCC2=CCCCC2)cc1,-1.1%
O=C(Nc1ccc2nc3n(c(=O)c2c1)CCCCC3)c1ccccn1,3.7%
COc1ccc(C(=O)N/N=C/c2ccc(OC)c(CN3CCCc4ccccc43)c2)cc1,12.6%
O=C(Nc1cccnc1Cl)c1noc2c1CCc1ccccc1-2,-5.7%
Cc1ccc(S(=O)(=O)N(C)C)cc1NC(=O)C(C)OC(=O)c1ccc2c(c1)OCCO2 (configuration not stated),31.5%[57.5 µM]
O=C(Cn1cnc2ccccc21)Nc1cccc([N+](=O)[O-])c1,8.7%
COCCNC(=O)C(=O)N/N=C/c1ccccc1C(F)(F)F,1.5%
NC1=NC[C@H](Cc2ccc(O)cc2)N1CCc1cc(C(F)(F)F)cc(C(F)(F)F)c1,6.3%[57.5 µM]
O=C(N/N=C/C=C\c1ccc([N+](=O)[O-])cc1)c1cccnc1,9.8%[57.5 µM]
Cc1ccc(-n2nnnc2-c2ccco2)cc1,6.0%
COc1cc(-c2cc(C(=O)Nc3c(Cl)cc(Cl)cc3Cl)c3ccccc3n2)cc(OC)c1OC,-5.9%
N#C/C(=C\c1ccc(O)c(O)c1)C(=O)Nc1ccccc1,5.0%&-6.1%
O=C(Nc1cc(C(F)(F)F)ccc1Cl)C(NCc1ccccc1)c1ccccc1 (configuration not stated),3.0%
COCC(C)OC(=O)/C(C#N)=C\c1coc2ccc(C)cc2c1=O (configuration not stated),-5.0%
COc1ccc(CNC(=O)c2c(F)c(F)c(F)c(F)c2F)cc1,-1.6%
O=C(NNC(=O)c1ccc(Cl)cc1Cl)c1ccncc1,-4.5%
CN(C)C(=O)c1nc2ccc(Cl)cn2c1CN1CCN(c2ncccn2)CC1,u
Cc1cc(Cl)ccc1C(=O)C1CCCN(C(=O)CCn2cnnn2)C1 (configuration not stated),-3.0%[57.5 µM]
CCN(CC)S(=O)(=O)c1ccc(Cl)c(NC(=O)COc2ccccc2[N+](=O)[O-])c1,4.8%
COc1cccc(C(=O)NC2CC3CCCC(C2)N3S(=O)(=O)c2ccccc2)c1 (configuration not stated),u
Cc1ccc(CSCC(N)C(=O)O)cc1 (configuration not stated),2.3%
CCc1ccc(NC(=O)c2ccc3c(c2)C(=O)N(Cc2ccco2)C3=O)cc1,-3.4%
CN(C)C(=O)Oc1cccc([N+](C)(C)C)c1,-14.6%[57.5 µM]
CN1CCc2cc3c(cc2C(=O)Cc2ccc4c(c2C1)OCO4)OCO3,-13.0%
N#C/C(C(=O)NCc1ccccc1)=C1/SC(Cc2ccc(Cl)cc2)C(=O)N1c1ccccc1 (configuration not stated),-2.8%
Cc1cc(SCC(=O)Nc2ccc(O)cc2)n2ncc(-c3ccccc3)c2n1,6.1%[57.5 µM]
CC(Nc1cc(N2CCN(S(C)(=O)=O)CC2)ccc1[N+](=O)[O-])c1ccccc1 (configuration not stated),0.1%
CCC(=O)Nc1ccccc1C(=O)C(=O)Nc1ccccc1,-3.8%
NC(=S)Nc1cccc2[nH]ncc12,8.2%
CCOc1cnc(C(=O)NNC(=O)C(Br)C(C)C)o1 (configuration not stated),-7.5%
O=C(CSc1nnc2ccc(-c3ccncc3)nn12)c1cccs1,2.8%
Oc1ccc(Cl)cc1N=Cc1sc2ccccc2c1Cl,7.0%
O=S(=O)(c1ccccc1)N1CCC2(CC1)CN(C(c1ccccc1)c1ccccc1)C2,-3.1%
O=C(COc1cccc(NC(=O)c2ccccc2)c1)c1ccc(F)cc1,10.8%
CC(=O)Nc1ccc(OCC(=O)NCc2ccccc2)cc1,-10.7%
[O-]/C(=C(\C(=S)Nc1ccc(SC(F)F)cc1)[n+]1ccccc1)c1cc(Cl)ccc1Cl,-8.7%
COc1ccc(OC)c(N(CC(=O)N2CCCCC2)S(=O)(=O)c2ccc(OC)c(OC)c2)c1,-6.4%
C=CCN(Cc1nc(-c2ccc(OC)c(OC)c2)oc1C)C1CCS(=O)(=O)C1 (configuration not stated),-5.3%
CCCc1cc(=O)[nH]c(SCC(=O)N2N=C(c3ccc(Cl)cc3)CC2c2ccco2)n1 (configuration not stated),7.2%
Cc1cc(C)n(C(=O)CCCCCCCC(=O)n2nc(C)cc2C)n1,u
COc1ccc(-c2cc(-c3ccccc3)c(C#N)c(=S)[nH]2)cc1,-0.9%
CC(=O)n1cc([C@H]2C=C(C(=O)N3CCOCC3)O[C@@H](OCc3ccc(CO)cc3)C2)c2ccccc21,-16.8%[57.5 µM]
N#CC1=C(N)OC2=C(C(=O)CC(c3ccccc3)C2)C1c1ccoc1 (configuration not stated),11.6%
Cc1cc(C(=O)CSc2n[nH]c(N)n2)c(C)n1-c1ccc2c(c1)OCO2,4.2%
COC(=O)[C@H](COC(C)(C)C)NC(=O)O[C@@H]1Cc2cc(OC)ccc2O[C@H]1c1cccc(OC)c1,6.0%
Cn1cc(CN2CCCC(CO)C2)c(-c2ccc(Oc3ccccc3)cc2)n1 (configuration not stated),-1.0%
O=C(O)/C=C/C(=O)Nc1ccc(OCc2ccccc2)cc1,7.5%[57.5 µM]
CCN(CCO)c1ccc(N=Nc2cc(C)[nH]n2)cc1,0.1%[57.5 µM]
N#Cc1nc(/C=C/c2ccccc2)oc1NCCCN1CCOCC1,16.4%[57.5 µM]
COc1ccccc1N(CC(=O)NC(C)(C)C)C(=O)c1ccc(Cl)nc1,1.7%
O=C(O)C1CCCCC1C(=O)NCCc1ccc(F)cc1 (configuration not stated),-2.0%

# The list goes on:
SMILES,ERK EGF inh
CC(C)N(C(=O)Cn1cc(SCC(=O)NCc2ccco2)c2ccccc21)C(C)C,-2.8%
CC(OC(=O)c1ccccc1NS(=O)(=O)c1cccc(N)c1)C(=O)N(C)Cc1ccccc1 (configuration not stated),6.1%
Cc1oc(C(C)(C)C)cc1C(=O)N1CCCC1C(=O)O (configuration not stated),14.9%
O=S1(=O)C[C@@H](O)[C@@H](Nc2ccccc2)C1,4.8%[57.5 µM]
C=CCn1cc(/C=C2/NC(=O)NC2=O)c2ccccc21,1.2%[57.5 µM]
CCOC(=O)C1=NN(C(C)=O)C2(CC(=O)N(c3cc(C)cc(C)c3)C2=O)C1 (configuration not stated),1.5%
CC(C)COP(=O)(OCC(C)C)C(O)c1ccccc1F (configuration not stated),-0.8%[57.5 µM]
COc1cccc(NC(=O)COc2ccc3c(c2)CCC3)c1,-2.9%
c1csc(CNc2ncnc3nc[nH]c23)c1,4.6%
O=C(N/N=C1\CCCCc2ccccc21)c1ccccn1,-0.6%
O=C(Nc1ccc(N2CCN(C(=O)c3ccco3)CC2)cc1)c1ccccc1,2.5%
COc1ccc(NC(=O)Nc2ccccc2F)c([N+](=O)[O-])c1,-8.9%
CC1CCN(Cc2nnnn2-c2ccc(Cl)cc2)CC1,2.8%
CCOC(=O)N/N=C(\C)c1ccc(OC(F)F)cc1OC(F)F,3.3%
Cc1ccc(-n2c(C)cc(C=C3C(=O)CC(C)(C)CC3=O)c2C)cc1,5.8%
COc1ccc(N=CC2=C(O)CC(c3ccccc3)CC2=O)c(OC)c1 (configuration not stated),-4.0%
N#Cc1cccc(S(=O)(=O)NCC(=O)OCC(=O)c2ccc[nH]2)c1,-8.9%
CC(C)=C1SC(N2CCN(c3ccc(Cl)cc3)CC2)=NC1=O,-5.5%
Cc1cc(C)n(CCNCc2c(C(=O)N3C[C@@H](C)O[C@@H](C)C3)nc3ccc(Cl)cn23)n1,-7.9%
S=C(NCCN1CCCCC1)Nc1ccccc1,-4.3%
S=C(Nc1ccc2nccnc2c1)N1CCCC1,1.3%
CCc1cccc(NC(=O)Cn2c3[n+](c4ccc(C(F)(F)F)cc42)CCCCC3)c1,5.3%
CCN(CC)CCNC(=O)c1ccc(N)cc1,9.8%
CSc1ncccc1C(=O)OCC(=O)c1cc(C)n(CC2CCCO2)c1C (configuration not stated),0.5%[57.5 µM]
COc1ccc(C(c2c(O)nc[nH]c2=O)c2c(O)nc[nH]c2=O)cc1,9.6%[57.5 µM]
CNC(=S)N/N=C/c1c(C)nn(-c2cccc(Cl)c2)c1Cl,7.4%
Cc1ccccc1NC(=O)Nc1cc(-c2ccccc2)nn1C,-10.1%[57.5 µM]
O=S(=O)(c1ccccc1)N1CCC2(CCCN(C(c3ccccc3)c3ccccc3)C2)CC1,21.3%
CC(C)=C(NC(=O)c1ccccc1)C(=O)Nc1cccc(C(=O)O)c1,5.0%
CCCNC(=O)c1[nH]c(C)c(C(=O)OCC)c1C,-3.6%
O=C(COc1ccc(Cl)cc1)NCc1nnc(SCC(=O)Nc2ccc3c(c2)OCCO3)o1,3.6%
Cc1ccc(-n2c(CNc3ccc(F)cc3)nnc2SCC(=O)O)cc1,-0.3%
COc1ccc(-c2noc(CN3CCCC(OCc4ccccn4)C3)n2)cc1 (configuration not stated),-6.9%[57.5 µM]
COc1ccc(C(=O)NNC(=O)C2CCCO2)cc1 (configuration not stated),1.0%[57.5 µM]
O=C(Cc1ccccc1)Nc1cccc(NC(=O)c2cccs2)c1,-3.1%
O=C(O)CCC1OC(=O)C(O)=C1c1ccccc1 (configuration not stated),-6.7%[57.5 µM]
Cc1nnc(NC(=O)c2c(-c3ccccc3Cl)noc2C)s1,6.9%
O=C(CCN1C(=O)c2ccccc2C1=O)N1CCN(Cc2ccccc2)CC1,-11.4%
O=C1CN(c2nc(-c3cccs3)nc3sc4c(c23)CCCC4)CCN1,-4.5%
CCS(=O)(=O)N1CCC(C(=O)NCc2ccc3c(c2)OCO3)CC1,0.8%
COC(=O)c1c(C)[nH]c(C=O)c1-c1ccccc1,5.0%[57.5 µM]
O=C(Nc1ccccc1)N1CCC2(CC1)CCN(C(=O)c1ccco1)CC2,10.1%
O=C(CSc1ccsc1[N+](=O)[O-])N1CCN(c2ccccn2)CC1,10.6%
O=C(NCCN1CCOCC1)c1ccc2c(c1)N(Cc1cccc(F)c1)C(=O)c1ccccc1S2,7.1%
CC(C)Cn1c(SCC(=O)N2CCCc3ccccc32)nc2ccccc2c1=O,-1.5%[57.5 µM]
Cc1ccc(OCC(=O)N/N=C/c2cn(C)c3ccccc23)cc1,10.5%[57.5 µM]
CC(C(=O)O)N1CCCCC1 (configuration not stated),-44.9%[57.5 µM]
CCOC(=O)C/C(C)=N\Nc1ccc([N+](=O)[O-])cc1[N+](=O)[O-],u
O=[N+]([O-])c1ccc(NCCCNS(=O)(=O)c2ccccc2)c(Cl)c1,6.4%
O=S(=O)(c1cccc(F)c1)N1CCN(C(=S)NCc2ccccc2)CC1,10.8%
Cc1cc(C)c(S(=O)(=O)N2CCCC2=O)c(C)c1,1.3%
COc1ccc(CN2C(=O)C(C)S/C2=N/N=C/c2ccco2)cc1 (configuration not stated),4.7%[57.5 µM]
CSc1nsc(SC)c1C(=O)NC(=O)Nc1cccnc1,6.0%[57.5 µM]
COc1cc(/C=C2\CCc3c2nc2ccccc2c3C(=O)O)cc(OC)c1OC,22.9%[57.5 µM]
CCN1C(=O)C(CC(=O)Nc2ccc(F)cc2)N(Cc2ccco2)C1=S (configuration not stated),1.3%[57.5 µM]
COc1ccc(-c2csc3ncn(CC(=O)N4CCOCC4)c(=O)c23)cc1,-14.8%
O=C(O)CC/C(=N/NC(=O)CNC(=O)Cc1ccccc1)c1ccccc1,-5.4%[57.5 µM]
O=C(COC(=O)/C=C/c1cccc([N+](=O)[O-])c1)NCc1ccco1,-3.9%

# Grouped by structure: the compounds so far with a furan ring, fused or not (12)
SMILES,ERK EGF inh
COc1cccc(-c2cc(C(F)(F)F)nc(NCc3ccco3)n2)c1,-0.6%
Cc1ccc(-n2nnnc2-c2ccco2)cc1,6.0%
CCc1ccc(NC(=O)c2ccc3c(c2)C(=O)N(Cc2ccco2)C3=O)cc1,-3.4%
CCCc1cc(=O)[nH]c(SCC(=O)N2N=C(c3ccc(Cl)cc3)CC2c2ccco2)n1 (configuration not stated),7.2%
N#CC1=C(N)OC2=C(C(=O)CC(c3ccccc3)C2)C1c1ccoc1 (configuration not stated),11.6%
CC(C)N(C(=O)Cn1cc(SCC(=O)NCc2ccco2)c2ccccc21)C(C)C,-2.8%
Cc1oc(C(C)(C)C)cc1C(=O)N1CCCC1C(=O)O (configuration not stated),14.9%
O=C(Nc1ccc(N2CCN(C(=O)c3ccco3)CC2)cc1)c1ccccc1,2.5%
O=C(Nc1ccccc1)N1CCC2(CC1)CCN(C(=O)c1ccco1)CC2,10.1%
COc1ccc(CN2C(=O)C(C)S/C2=N/N=C/c2ccco2)cc1 (configuration not stated),4.7%[57.5 µM]
CCN1C(=O)C(CC(=O)Nc2ccc(F)cc2)N(Cc2ccco2)C1=S (configuration not stated),1.3%[57.5 µM]
O=C(COC(=O)/C=C/c1cccc([N+](=O)[O-])c1)NCc1ccco1,-3.9%
